TEAD-YAP block: TEAD-YAP interaction inhibition; HEK-TIYL cells, TEAD-Gal4/YAP UAS-luciferase luminescence; inhibition, % at 9.12 µM; 640,000 compounds, 1.4% hits; AID 1259422; in the data active = inhibition above about 32%;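 note: 0% = median of test compound wells and 100% = reference inhibitor wells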
MITF inh: inhibitors of human MITF. AlphaScreen MITF homodimerization, bead proximity signal. inhibition, % at 2.6 µM. 650,000 compounds, 0.91% hits. AID 1259374; in the data active = inhibition above about 50%;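 note: 0% = vehicle wells with protein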
GPR151 ag: activators of human GPR151; Q8TDV0; PathHunter beta-arrestin GPR151 cells, luminescence; activation, % at 11.2 µM; 650,000 compounds, 1% hits; AID 1508602; in the data active = activation above about 4.9%;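 note: 0% = median of compound wells and 100% = cells with positive control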
Target sequence (Q8TDV0 whole entry, looked up): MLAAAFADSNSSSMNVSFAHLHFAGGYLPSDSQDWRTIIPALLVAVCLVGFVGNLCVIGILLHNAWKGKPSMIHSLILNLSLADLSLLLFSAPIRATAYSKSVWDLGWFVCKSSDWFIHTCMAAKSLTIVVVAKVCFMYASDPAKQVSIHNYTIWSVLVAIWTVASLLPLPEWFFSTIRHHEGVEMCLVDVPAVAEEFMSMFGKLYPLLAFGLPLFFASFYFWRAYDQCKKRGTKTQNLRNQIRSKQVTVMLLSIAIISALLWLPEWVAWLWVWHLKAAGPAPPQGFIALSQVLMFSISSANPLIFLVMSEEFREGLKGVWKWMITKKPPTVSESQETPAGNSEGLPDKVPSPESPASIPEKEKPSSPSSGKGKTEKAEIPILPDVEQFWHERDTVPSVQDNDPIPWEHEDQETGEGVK
FBW7 act: activators of human E3 ligase FBW7; Q969H0; AlphaScreen FBW7–phospho-cyclin E peptide binding, activator screen; normalized activity (activation), % at 26.1 µM; 650,000 compounds, 0.13% hits; AID 1259310; in the data active = normalized activity above about 1.9%;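 note: purified mutant Fbw7 with reduced substrate affinity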
Target sequence (Q969H0 whole entry, looked up): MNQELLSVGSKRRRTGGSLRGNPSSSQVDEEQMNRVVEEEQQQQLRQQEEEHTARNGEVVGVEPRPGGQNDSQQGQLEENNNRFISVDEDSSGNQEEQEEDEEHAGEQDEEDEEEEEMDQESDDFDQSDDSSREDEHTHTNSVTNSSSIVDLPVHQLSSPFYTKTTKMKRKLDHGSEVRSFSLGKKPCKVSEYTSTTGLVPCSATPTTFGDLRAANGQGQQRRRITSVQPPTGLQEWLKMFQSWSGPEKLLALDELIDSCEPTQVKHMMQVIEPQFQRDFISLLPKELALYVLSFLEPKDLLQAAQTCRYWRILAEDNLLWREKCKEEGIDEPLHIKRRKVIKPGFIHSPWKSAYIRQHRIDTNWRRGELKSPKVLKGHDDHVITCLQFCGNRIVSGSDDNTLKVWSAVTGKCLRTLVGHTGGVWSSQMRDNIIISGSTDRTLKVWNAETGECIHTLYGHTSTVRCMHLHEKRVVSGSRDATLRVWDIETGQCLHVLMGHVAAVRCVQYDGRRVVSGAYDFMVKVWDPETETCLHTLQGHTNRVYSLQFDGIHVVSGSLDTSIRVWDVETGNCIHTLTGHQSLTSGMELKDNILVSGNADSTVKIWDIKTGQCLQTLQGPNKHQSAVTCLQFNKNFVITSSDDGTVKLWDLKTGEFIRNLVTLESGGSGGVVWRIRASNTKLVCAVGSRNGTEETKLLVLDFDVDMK
An asterisk follows results filed as active.

SMILES	TEAD-YAP block	MITF inh	GPR151 ag	FBW7 act
CCOc1cc(C2C=C(c3ccc(C)cc3)Nc3nnnn32)ccc1OC(F)F (stereo not given)	32	2	-0.1	-0.4
CCCCSc1nnc2c(n1)OC(c1cccnc1)N(C(C)=O)c1ccccc1-2 (stereo not given)	15	-1	-0.3	0.0
CCOC(=O)C1=C(C)N=c2s/c(=C/c3cn(Cc4ccc(Cl)cc4Cl)c4ccccc34)c(=O)n2C1c1ccccc1OC (stereo not given)	1	11	-1.8	0.1
O=C1c2ccccc2NC2Sc3ccccc3N12 (stereo not given)	-14	12	1.0	0.2
COc1ccc(/C(N)=N/OC(=O)c2ccccc2C)cc1	-48	-3	0.1	0.1
Cc1ccc(C(=O)NCc2n[nH]c(=S)n2-c2cccc(Cl)c2)cc1C	6	15	0.8	0.1
CCC(c1nnnn1C(C)(C)CC)N1CCN(c2ccc(OC)cc2)CC1 (stereo not given)	4	4	-0.9	0.0
COc1cc(SC#N)ccc1N=Cc1c(O)n(-c2ccc(Cl)cc2)c(=O)[nH]c1=O	7	3	1.0	-0.4
COc1ccc(CCNc2nc(-c3cccc(N)c3)ncc2C)cc1	44*	1	0.1	-0.1
Cc1ccc(C(=O)Nc2cccc(-c3ccc4nnc(-c5ccncc5)n4n3)c2)cc1	-12	-2	0.8	0.1

Random excerpt: six entries already listed
SMILES	TEAD-YAP block	MITF inh	GPR151 ag	FBW7 act
O=C1c2ccccc2NC2Sc3ccccc3N12 (stereo not given)	-14	12	1.0	0.2
CCOc1cc(C2C=C(c3ccc(C)cc3)Nc3nnnn32)ccc1OC(F)F (stereo not given)	32	2	-0.1	-0.4
COc1ccc(/C(N)=N/OC(=O)c2ccccc2C)cc1	-48	-3	0.1	0.1
COc1ccc(CCNc2nc(-c3cccc(N)c3)ncc2C)cc1	44*	1	0.1	-0.1
Cc1ccc(C(=O)Nc2cccc(-c3ccc4nnc(-c5ccncc5)n4n3)c2)cc1	-12	-2	0.8	0.1
CCCCSc1nnc2c(n1)OC(c1cccnc1)N(C(C)=O)c1ccccc1-2 (stereo not given)	15	-1	-0.3	0.0

Some of the entries above, reformatted.
Cc1ccc(C(=O)NCc2n[nH]c(=S)n2-c2cccc(Cl)c2)cc1C
  TEAD-YAP block: 6; MITF inh: 15; GPR151 ag: 0.8; FBW7 act: 0.1
CCC(c1nnnn1C(C)(C)CC)N1CCN(c2ccc(OC)cc2)CC1 (stereo not given)
  TEAD-YAP block: 4; MITF inh: 4; GPR151 ag: -0.9; FBW7 act: 0.0

The results go on.
SMILES	TEAD-YAP block	MITF inh	GPR151 ag	FBW7 act
CCC(=O)Nc1ccc(NC(=S)NC(=O)c2ccc(OC)c(OC)c2)cc1	3	-3	-1.0	0.1
O=C(O)c1cnn2cc(-n3cc([N+](=O)[O-])cn3)cnc12	-1	6	-1.2	0.1
CCOc1ccc(-n2cc(-c3ccccc3)c3c(NCCCN4CCOCC4)ncnc32)cc1	-3	3	-1.4	-0.2
CCOc1cc(C(=O)O)c(NC(=O)c2ccccc2SC)cc1OC	10	14	-1.0	0.0
COCc1[nH]nc2c1C1(C(=O)Nc3ccccc31)C(C#N)=C(N)O2 (stereo not given)	-10	-6	-0.9	0.0
O=C(O)CCCCCN1C(=O)C(=O)/C(=C(\O)c2ccc([N+](=O)[O-])cc2)C1c1ccc(O)cc1 (stereo not given)	4	0	-1.2	0.1
CC(C)NC(=O)CN1C(=O)CSc2ncccc21	-10	4	-0.4	1.3
CCOC(=O)c1ccc(NC(=O)C2CC(=O)N(Cc3ccc(OC)cc3)C(=Nc3ccc(Cl)cc3)S2)cc1 (stereo not given)	3	7	0.9	-0.1
CC(C)(CO)C(O)C(=O)NCCCC(=O)O (stereo not given)	14	-1	1.6	0.2
Cc1ccccc1NC(=S)N(CCCN1CCOCC1)Cc1ccccn1	2	-1	0.6	-0.3
CCN(CC)CC(=O)N1CCCc2c1c(=O)oc1ccc(OCc3ccccc3)cc21	17	5	-0.7	-0.2
COc1ccc(-n2c(N)cc(=O)nc2SCC(=O)Nc2cc(C)on2)cc1	1	-4	-0.5	-0.3
CCC(=O)Nc1cc(C)c(NC(=O)Cc2ccccc2)cn1	6	4	-0.8	0.1
O=C(CSc1ccsc1[N+](=O)[O-])NC1CCCC1	-15	4	-0.6	-0.1
COc1cccc(CNC(=O)c2cccc3[nH]ncc23)c1	0	7	-0.7	-0.1
Cc1ccc(NC(=O)Cc2ccc(F)cc2F)cc1	-18	-19	-1.3	0.1
CCOC(=O)Nc1ccc(-c2ccc(NC(=O)OCC)c(OC)c2)cc1OC	4	7	-1.3	0.1
O=C(O)c1ccc(NS(=O)(=O)c2ccc3c(c2)[C@H]2C=CC[C@H]2[C@@H](c2ccc(Cl)cc2)N3)cc1	-7	23	0.0	-0.2
CCOc1ccc(NC(=O)CSc2cn(CC)c3ccccc23)cc1	3	3	-0.8	0.0
Cc1cc(C(=O)Nc2sc3c(c2C(=O)NC2CCCCC2)CCCC3)no1	4	-1	-0.9	0.2
C=CCc1c(C)nc2c(-c3ccccc3)cnn2c1NCC1CCCO1 (stereo not given)	-12	-20	-1.8	0.8
CC1=C(C(=O)Nc2ccc(C)cn2)C(c2ccc(N(C)C)cc2)C2=C(CC(C)(C)CC2=O)N1 (stereo not given)	7	19	0.0	0.4
COc1ccc(C2=NN(S(C)(=O)=O)C(c3ccc(C)cc3)C2)cc1OC (stereo not given)	-61	1	-0.5	0.0
O=C(Nc1cc(Cl)cc(Cl)c1)c1ccc(F)c(S(=O)(=O)N2CCCCCC2)c1	7	-5	0.2	-0.1
CC1(C)CC1(CNCc1c(C(=O)N2CCCC2)nc2sccn12)c1ccccc1 (stereo not given)	1	2	1.1	-0.1
O=C(O)c1cc(Cl)c(Cl)cc1C(=O)Nc1ccc(OCc2ccccc2)cc1	-11	19	-0.7	-0.1
C/C(=C\c1ccco1)CN1CCC(N2CCC(C(=O)N3CCOCC3)CC2)CC1	-1	-13	1.0	0.0
O=[N+]([O-])c1c(Nc2cc(Cl)ccc2Cl)cc(N2CCOCC2)c2nonc12	-10	-7	0.3	-0.1
Cc1csc(N(C(=O)c2ccccc2)c2ccccc2)n1	5	0	-0.4	0.1
COc1ccc(NC(=O)c2sc3[nH]c(=O)c(C(=O)O)cc3c2N)cc1	3	-6	-1.0	-0.1
Cc1cc(OCC(=O)Nc2nc3ccccc3s2)cc(C)c1Cl	-1	8	0.8	0.6
O=C(Nc1ccc(S(=O)(=O)N2CCCCC2c2cccnc2)cc1)c1ccc(Br)o1 (stereo not given)	7	21	-0.5	0.3
COc1cccc(NC(=O)CSc2nc3c(sc(=S)n3-c3ccc(Cl)c(C)c3)c(=O)[nH]2)c1	-28	18	-0.7	-0.1
CCc1ccc(Oc2nc3c(C)cccn3c(=O)c2/C=C(\C#N)C(=O)NCCCOC)cc1	1	-15	0.3	0.0
O=C(Cc1cccc(Cl)c1)N1CCC(n2cnc3cccnc32)CC1	-3	8	-0.6	0.0
CCN1CCN(CCCNC(=O)c2oc(=O)c3ccccc3c2-c2ccc(C)cc2)CC1	-10	12	1.1	0.0
Cc1ccc(NC(=O)COC(=O)CNC(=O)c2ccc(C(C)(C)C)cc2)c([N+](=O)[O-])c1	-6	-5	0.1	-0.1
COc1ccc(CCNC(=O)CC(=O)N/N=C/c2ccc(C(C)C)cc2)cc1OC	7	15	-0.7	-0.1
Cc1cc2nnc(SCC(=O)Nc3ccc(Cl)cc3)n2c(N)n1	0	-6	0.1	0.2
C#CCNC(=O)c1cc2sccc2n1C	7	2	0.7	0.0
CCOC(=O)CSc1nc2ccccc2n1CC(=O)NC(C)(C)C	1	45	-0.4	-0.2
COc1ccc(/C=C/C(=O)C(C(N)=O)=C2SCCS2)cc1	-22	16	1.7	0.0
CCC(C)NC(=O)Cn1ncc2c3ccccc3n(Cc3ccccc3)c2c1=O (stereo not given)	-1	-4	-0.3	0.1
CCOc1ccc(S(=O)(=O)Nc2ccc3nc(C)n(-c4ccc(F)cc4)c(=O)c3c2)c(OCC)c1	50*	25	-1.3	0.8
Cc1sc2nc(CSc3ccccc3)nc(N3CCN(C)CC3)c2c1C	-12	-8	1.0	-0.1
O=C(CCc1ccco1)N1CCC[C@@H]2CN(C/C=C/c3ccccc3)CC[C@H]21	11	-6	0.0	-0.2
COc1cc(Br)ccc1OCC(=O)N/N=C/c1cc(C)ccc1O	1	5	0.4	0.0
COc1cccc(NC(=O)c2ccc3c(c2[N+](=O)[O-])C(=O)c2ccccc2C3=O)c1	-8	1	-0.6	-0.1
Cc1ccc2c(c1)N(CC(=O)N(Cc1ccncc1)CC1CCCO1)C(=O)C(C(C)C)O2 (stereo not given)	20	-11	-0.9	0.0
O=C(CC1CCCCC1)Nc1cccc(-c2ccc3nncn3n2)c1	-5	0	0.9	-0.2
Next part:
SMILES	TEAD-YAP block	MITF inh	GPR151 ag	FBW7 act
Cn1ccnc1/C=C(\OC(=O)c1ccc(C(C)(C)C)cc1)c1ccc(C(C)(C)C)cc1	-7	8	-0.2	0.1
CC(=O)c1c(C)oc2ccc(N(C(=O)c3ccccc3)S(=O)(=O)c3ccc(C(C)(C)C)cc3)cc12	-3	-1	0.7	-0.1
CCC1=NN(C(=O)COc2ccc(C#N)cc2)C(O)(C(F)(F)F)C1 (stereo not given)	-3	-13	1.4	0.2
CCCCNCC(=O)Nc1ccc(Br)cc1	1	2	2.1	-0.1
O=c1[nH]c(SCc2ccccc2Cl)nc2ccccc12	-2	-7	0.2	0.0
CCOC(=O)N1CCN(CCC(=O)c2ccc(OC)cc2)CC1	1	15	0.1	0.0
CCN(CC)C(=O)c1sc(NC(=O)C2c3ccccc3Oc3ccccc32)c(C#N)c1C	-4	1	-0.6	-0.1
CC(=O)N/C(=C/c1ccccc1)C(=O)NCCCO	9	5	-1.7	0.3
O=S(=O)(Nc1nccnc1-c1ccc(CO)cc1)c1ccc(Cl)cc1	3	-24	-0.9	0.1
CC(C)N(CCNC(=O)c1oc(=O)c2ccccc2c1-c1ccccc1)Cc1ccco1	0	-2	0.3	-0.3
CC1(C)Cc2c(sc3ncnc(NCCc4ccccc4)c23)CO1	1	11	-1.2	-0.2
Cn1c(=O)c2c(nc(SCc3ccc(F)cc3Cl)n2Cc2cccc(Cl)c2)n(C)c1=O	-4	16	-1.2	0.3
Cn1c(O)c(/C=N/N2CCOCC2)c2ccccc21	9	11	-0.6	1.1
O=C(NC1CC1)c1cnc(Oc2ccccc2)s1	2	-2	-0.2	0.1
O=C(NCCOc1ccc2nnc(-c3ccccc3Cl)n2n1)Nc1ccc(Cl)cc1	2	-3	1.3	-0.1
Cc1ccc(C(=O)OCC(=O)NCCN2C(=O)CSC2=O)cc1	1	1	0.5	0.0
COC(=O)c1ccc(CN(CCN(C)C)Cc2ccccc2)cc1	-6	0	0.8	0.0
CC(C)C(c1nnnn1Cc1ccc2c(c1)OCO2)N1CCN(C2CCCCC2)CC1 (stereo not given)	9	5	-1.3	1.1
CSc1nsc(SC)c1NC(=O)Nc1ccccn1	7	6	3.5	0.1
CCN(CC)c1nc(NCCCN2CCCC2=O)nc(NCCCN2CCCC2=O)n1	0	5	0.5	0.0
COc1ccccc1C(=O)N/C(=C\c1ccc([N+](=O)[O-])cc1)C(=O)Nc1cccc(C)c1	-7	-7	-0.6	0.0
CCc1ccc(C(=O)N(C)c2ccc(Oc3ccc(C)nn3)cc2)cc1	2	3	0.2	0.0
COc1ccc(OC)c(NC(=O)CN(c2ccc(OC)c(OC)c2)S(=O)(=O)c2ccc(C)cc2)c1	-6	18	0.0	0.2
Cc1cnc(NCc2ccc3c(c2)OCO3)nc1NC1CCN(Cc2ccccc2)CC1	-2	-23	0.0	0.1
Cc1cc(Cl)cc(Cl)c1OCC(=O)Nc1ccc(O)c(-c2nc3ccccc3o2)c1	5	9	-1.3	0.0
CCCOc1ccc(/C(O)=C2\C(=O)C(=O)N(c3nc(C)c(C(=O)OC)s3)C2c2ccc(Cl)cc2)cc1C (stereo not given)	8	9	0.8	0.0
O=C(CCCn1c(=S)[nH]c2ccccc2c1=O)N1CCN(c2ccccc2)CC1	1	3	-0.4	-0.1
CCN(CC)c1nc(NCc2ccccc2)nc(Nc2nccc3ccccc23)n1	0	-2	2.0	-0.1
O=C1COc2ccccc2CN1c1ccc(Cl)c(Cl)c1	10	-4	0.7	-0.1
O=C(c1cccc(Cl)c1)N1CCN(C2CC3CCC2C3)CC1 (stereo not given)	10	49	-1.1	0.1

Full records, quoted from the list. Order of screens: TEAD-YAP block, MITF inh, GPR151 ag, FBW7 act
O=[N+]([O-])c1c(Nc2cc(Cl)ccc2Cl)cc(N2CCOCC2)c2nonc12 across the screens: -10, -7, 0.3, -0.1
O=C(NC1CC1)c1cnc(Oc2ccccc2)s1 across the screens: 2, -2, -0.2, 0.1

(next part)
SMILES	TEAD-YAP block	MITF inh	GPR151 ag	FBW7 act
COc1ccc(CC2(CCC(=O)N(C)CC(C)C)CCC(=O)N2)c2ccccc12 (stereo not given)	11	7	-1.4	0.2
CCOC(=O)C(NCCc1ccccc1)(NC(=O)c1ccc(OC)cc1)C(F)(F)F (stereo not given)	-7	4	0.6	0.1
CC(C)CCNC(=O)Cn1cc2c(n1)CCCCC2	-10	-4	0.3	0.0
CN(C)C1CCN(C(=O)c2ccc(OC3CCN(Cc4ccccn4)CC3)cc2)C1 (stereo not given)	6	4	-0.1	0.0
N#CC1=C(O)Cn2c1nc1ccc(Br)cc1c2=O	8	7	-0.5	0.0
Cc1nc2ccc([N+](=O)[O-])cc2c(=O)n1Cc1cccc(F)c1	9	7	-0.9	0.0
O=c1[nH]c(=S)[nH]c(O)c1N=Nc1ccc(Br)cc1	-54	-11	-8.2	0.0
O=C1CCC(C(=O)Nc2ccccc2)=NN1	-2	-5	-3.4	0.0

Compound activity: PubChem BioAssay, The Scripps Research Institute Molecular Screening Center
